Screening results as filed in PubChem.
bub3 – NCI yeast anticancer drug screen, S. cerevisiae bub3 mutant strain; % growth inhibition at 50 µM; 78,000 compounds, 9.9% hits; AID 167;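 further: 0% = growth of vehicle-only cultures of the same strain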
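Growth of a checkpoint-deficient yeast mutant is measured after compound exposure. Values represent inhibition relative to vehicle.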
yeast cln2 rad14 – NCI yeast anticancer drug screen, S. cerevisiae cln2 rad14 strain. 78,000 compounds, 8.3% hits. growth inhibition, % at 50 µM;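 further: 0% = growth of vehicle-only cultures of the same strain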
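The screen exposed genetically defined yeast (cln2 rad14) to test compounds and scored growth inhibition relative to vehicle-treated controls.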
sgs1 mgt1 – NCI yeast anticancer drug screen, S. cerevisiae sgs1 mgt1 strain. growth inhibition, % at 50 µM. 78,000 compounds, 10% hits;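 further: 0% = growth of vehicle-only cultures of the same strain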
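Yeast cells carrying a defined DNA-repair defect were exposed to test compounds. Growth inhibition was measured relative to vehicle-treated controls.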
yeast mec2-1 – NCI yeast anticancer drug screen, S. cerevisiae mec2-1 strain | % growth inhibition at 50 µM | 79,000 compounds, 9% hits | AID 157;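 further: 0% = growth of vehicle-only cultures of the same strain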
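Growth inhibition is read against vehicle-treated controls after compound exposure of the mec2-1 yeast strain, which is defective in DNA damage repair or cell cycle control.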
mlh1 rad18 – NCI yeast anticancer drug screen, S. cerevisiae mlh1 rad18 strain; AID 175; 79,000 compounds, 11% hits; growth inhibition, % at 50 µM;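 further: 0% = growth of vehicle-only cultures of the same strain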
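Compound-treated yeast growth, normalised to vehicle controls. Strain bears defined DNA repair mutations.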
yeast rad50 – NCI yeast anticancer drug screen, S. cerevisiae rad50 strain | 79,000 compounds, 10% hits | % growth inhibition at 50 µM | AID 155;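 further: 0% = growth of vehicle-only cultures of the same strain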
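Yeast carrying a defined DNA repair defect were exposed to test compounds, and growth was compared with vehicle-treated controls to give percent inhibition.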
An asterisk follows results filed as active; & = joins results of further samples. No stated cut-off is given here; in the data, active means growth inhibition above about 70%; inactive means the rest.

entry	mol	yeast rad50	bub3	sgs1 mgt1	mlh1 rad18	yeast cln2 rad14	yeast mec2-1
1	CN(C)[C@@H]1C(=O)C(C(N)=O)=C(O)[C@@]2(O)C(=O)C3=C(O)c4c(O)cccc4C[C@H]3C[C@@H]12	85.1*	89.0*	91.0*	89.8*	84.7*	91.0*
2	C/C=C(\C)C(=O)OC1C2C(C)=CC(O)C(O)C2(C)C2C3(O)OCC24C1OC(=O)C(O)C4C(C)C3O (centres undefined)	22.2	0.7	-5.1	13.3	19.6	20.0
3	COc1cc(C2C(Cl)C(=O)N2NC(=O)c2ccc(N)cc2)ccc1O (centres undefined)	5.2	-16.4	-25.1	-8.8	-3.8	-0.8
4	O=C(COc1ccc(Cl)cc1Cl)Nc1c(Cl)cc(Cl)cc1Cl	6.7	-4.8	-6.5	19.6	2.0	7.6
5	N#CCCS(=O)(=O)O	29.1	15.9	-6.9	13.8	1.9	21.9
6	CCCCCCCCCC[C@@H](OC(C)=O)[C@@H]1CC[C@@H]([C@@H]2CC[C@@H]([C@@H](O)CC#C/C=C/CCCCCCC[C@@]3(Sc4ccccc4)C[C@H](C)OC3=O)O2)O1	-27.9	-15.3	-16.1	-12.1	4.2	-8.2
7	CN(C)C(=O)OC1CCCCC1	-8.1	-19.6	-18.8	-12.6	-18.7	-9.4
8	CC(CSc1n[nH]c(=S)s1)c1ccccc1 (centres undefined)	97.1*	96.3*	95.8*	95.1*	95.2*	95.8*
9	CC(C)C(=O)Oc1cc2c(=O)oc3c(OC(=O)C(C)C)c(OC(=O)C(C)C)cc4c(=O)oc(c1OC(=O)C(C)C)c2c34	40.1	31.6	25.6	48.5	13.7	12.6
10	C=C1CC(c2ccc(OCCCN3C(=O)c4ccccc4C3=O)c(OC)c2)OC1=O (centres undefined)	76.3*	92.0*	91.0*	96.8*	89.2*	88.2*
11	Cc1c(C)c2c(c3c1OC(C)(C)CC3)CCC(C)(C)O2	-0.5	1.6	-2.8	-15.1	6.9	-2.0
12	CCCCCCCCCCCC(=O)OC(COC(N)=O)COc1ccc(Cl)cc1 (centres undefined)	-34.2	-10.2	-18.9	-46.4	0.3	-59.5
13	Cc1ccc(NC(=O)Oc2cccc(C(F)(F)F)c2)cc1	-8.6	15.4	23.1	35.6	-12.7	17.4
14	Nc1ncnc2c1nnn2C1OC(CO)C(O)C1O (centres undefined)	11.8	-8.4	4.8	1.1	-25.9	1.5
15	CS(=O)(=O)CC(=O)c1ccccc1Cl	-20.8	-8.1	-8.3	-24.4	-21.4	-7.8
16	N#Cc1ccc(OC(=O)Nc2ccc(Br)cc2)cc1	5.3	14.0	26.4	12.8	18.6	-1.8
17	COc1ccc2c(C)cc(N/N=C(\C)C=O)nc2c1	19.9	10.8	18.8	-9.4	11.9	19.4
18	O=C1CC(C(CC(=O)c2ccccc2)c2ccccc2)C(=O)c2ccccc2N1 (centres undefined)	-5.3	30.6	11.1	51.1	-2.8	17.9
19	CSc1nc(N)n2nc(C3CC3)cc2n1	5.5	15.9	16.1	3.4	21.4	-10.8
20	CCOc1ccccc1NC(=O)CC(C(=O)OC)C(=O)C(=O)OC (centres undefined)	-10.0	-8.9	-24.1	-9.8	20.0	5.8
21	COc1ccc2c(c1)sc(/C=C/c1ccc(O)c3ncccc13)[n+]2C	92.3*	89.9*	92.0*	92.4*	90.3*	93.6*
22	CN(C)c1ccc(/C=N/N=C2\C(=O)Nc3c(Cl)cc(Cl)cc32)cc1	25.2	43.5	56.8	78.8*	43.1	-0.2
23	C/C(CCc1cnc2ccccc2c1)=N/NC(N)=O	69.2	67.3	85.7*	95.6*	37.8	27.5
24	CC1CCC2CC1NC(=O)CCOCCC(=O)NC2(C)C (centres undefined)	-5.5	-36.5	-13.8	-19.5	12.8	0.1
25	Nc1nc(=S)c2n[nH]nc2[nH]1	25.3	11.5	23.2	27.9	11.4	24.1

The listing continues:
entry	mol	yeast rad50	bub3	sgs1 mgt1	mlh1 rad18	yeast cln2 rad14	yeast mec2-1
26	O=C/C(=C/Nc1ccc(C(=O)O)cc1)[N+](=O)[O-]	-1.9	10.1	0.8	-19.4	-55.4	-14.9
27	Cc1c(C)c(C)c(CC2(C)CSC2)c(CC2(C)CSC2)c1C	-1.6	-41.8	-12.6	10.9	14.6	-20.2
28	Cc1c([N+](=O)[O-])ccc2c(NCCCN(C)C)ccnc12	-2.5	-14.3	-5.3	-36.4	-6.4	-5.7
29	Cc1ccc(C(=O)NNC(=O)c2cccc3ccccc23)cc1	-7.6	-17.4	-4.0	-12.2	-1.1	-10.0
30	CC(NC(=O)C(C)NC(=O)C(C)NC(=O)C(CC(N)=O)NC(=O)CN)C(=O)NC(C)C(=O)NC(CCCCN)C(=O)NC(CCCCN)C(=O)NCC(=O)NC(Cc1ccc(O)cc1)C(N)=O (centres undefined)	18.2	8.2	5.7	25.1	19.1	5.6
31	Oc1ccc(Br)cc1/C=N/c1nc2ccccc2s1.Oc1ccc(Br)cc1/C=N/c1nc2ccccc2s1.[Cu]	38.0	-0.2	0.1	43.5	15.3	40.9
32	CCOC(=O)Cc1c(C)[nH]c2c(Br)cc(C)c(C)c12	6.1	8.3	-5.5	0.9	4.8	-7.8
33	Cc1c(C2CC(=O)NC2=O)c2ccccc2n1C (centres undefined)	6.5	-20.6	-13.8	7.8	69.0	6.2
34	CC12CCC(CC1C(=O)O)C2 (centres undefined)	19.4	9.8	24.9	15.3	22.1	16.3
35	COc1ccc2[nH]c3c(c2c1)[C@H](C)C[C@@H]1C(=O)N(c2ccccc2)C(=O)[C@H]31	-28.5	0.9	-2.7	-9.7	20.1	-12.2
36	O=C1C=CC(=Nc2cc3c(cc2Br)-c2ccccc2C3Br)O1 (centres undefined)	28.9	-4.0	21.4	28.9	-12.8	79.8*
37	O=P(C(=S)Nc1c(Cl)cccc1Cl)(c1ccccc1)c1ccccc1	87.7*	89.0*	88.3*	87.2*	89.9*	91.0*
38	COC1=C(O)C(=O)N(C)C(=O)C1	20.4	-14.7	29.2	10.8	0.8	9.3
39	Cc1ccc(-c2nc3ccc([N+](=O)[O-])cc3[nH]2)cc1	-27.9	-5.0	-51.1	39.3	16.3	-52.0
40	C=C(C)COC(CCC)OCC(=C)C	6.8	-2.3	-8.4	21.1	8.8	8.1
41	O=C(CCCCl)CCCCl	12.2	-3.6	21.6	19.1	12.6	-10.9
42	S=C(S)NCCNC(=S)S.[Cu+2]	27.4&1.1	-14.6&-18.2	6.5&-0.6	-15.5&5.3	-56.4&-41.2	-11.9&-8.7
43	CN(C)C(C)(C)CCNc1c2ccccc2nc2cccc([N+](=O)[O-])c12	96.0*	97.2*	96.7*	98.0*	94.5*	94.6*
44	O=C(CCC(=O)Nc1cc(Cl)ccc1Cl)CC(=O)c1ccc(Cl)cc1	14.1	-1.6	10.4	-6.8	11.0	24.9
45	Cc1ccc(S(=O)(=O)N/N=C(\c2nc3ccc(Cl)cc3[nH]c2=O)C(O)c2ccco2)cc1 (centres undefined)	18.6	28.3	18.4	41.1	20.9	5.8
46	Clc1nc(Cl)c2ncn(C3CCCO3)c2n1 (centres undefined)	-23.1	44.0	14.7	5.0	-40.0	-10.0
47	Clc1ccccc1C(Cl)c1ccccc1 (centres undefined)	3.3	-10.7	-6.0	-6.2	-21.6	-14.2
48	O=C(O)c1c[nH]c2c([N+](=O)[O-])cccc2c1=O	40.4	13.6	30.7	28.4	8.5	16.5
49	CC(C)NCCCNc1c2ccccc2nc2cccc([N+](=O)[O-])c12	83.3*	66.8	80.8*	77.0*	85.7*	86.5*
50	O=C(c1ccc(Cl)cc1)c1nnc(Cl)s1	-4.7	24.8	-6.7	2.3	-10.8	2.2

More structures follow:
entry	mol	yeast rad50	bub3	sgs1 mgt1	mlh1 rad18	yeast cln2 rad14	yeast mec2-1
51	CCCCC(C)C(=O)CC(SCC)c1ccccc1 (centres undefined)	-15.0	27.6	-4.0	0.8	-9.8	-9.4
52	Cc1ccc(Cl)cc1NC(=O)Nc1ccccc1Cl	11.5	8.8	6.0	-11.0	-12.2	12.2
53	N=C(N)c1ccc(-c2ccc(-c3ccc(C(=N)N)cc3)o2)cc1	94.8*	92.8*	90.3*	92.2*	75.5*	89.0*
54	Cc1nc(N)sc1N=Nc1ccc(Cl)cc1	78.0*	81.8*	57.2	84.5*	66.7	50.0
55	Cc1c(CN2CCN(C)CC2)c(CN2CCN(C)CC2)c(C)n1-c1ccc(Cl)cc1	-15.4	-35.0	-14.1	5.5	6.5	-7.3
56	Nc1ccccc1[N+](=O)[O-]	-14.4	1.5	-14.7	-1.6	-15.7	-3.5
57	COC(=O)c1ccc(C(=O)OC)c2nc3cc(Cl)ccc3nc12	-7.0	-10.6	-35.5	-40.1	-29.2	-10.2
58	COC(=O)NC1C(OC(C)=O)C(OC(C)=O)C(COC(C)=O)OC1n1ccc(NC(C)=O)nc1=O (centres undefined)	8.7	0.1	5.9	5.1	18.6	1.4
59	CN(C)N=Nc1ccc(/C=C/C(=O)O)cc1	15.2	8.6	11.4	-5.0	1.6	4.8
60	CC(C)OC(=O)Nc1cccc(NC(=O)OC(C)C)c1	1.9	11.1	5.0	-9.6	10.7	-17.6
61	Cc1cccc(C(C#N)c2ccc(N)cc2)c1 (centres undefined)	-35.2	-46.0	-4.7	-18.4	11.7	-61.0
62	COc1ccc(Br)cc1C1SCC(=O)N1c1nncs1 (centres undefined)	12.0	16.4	26.8	23.8	11.2	7.7
63	O=C1C[C@]2(CC(O)CO)CC(O1)[C@@H](I)CC21OCCO1 (some centres undefined)	-5.8	-19.8	12.2	6.8	15.6	-3.9
64	N[C@H](CCOc1ccc(/C(=N/O)C(=O)N[C@H]2CN([C@@H](C(=O)O)c3ccc(O)cc3)C2=O)cc1)C(=O)O	-8.7	-12.9	-8.8	17.7	-3.3	-5.3
65	CC(c1ccc(OCc2ccccc2)cc1)c1cc2c(cc1OCCO)OCO2 (centres undefined)	61.2	49.7	31.9	43.2	43.5	76.2*
66	Cc1cccc(C)c1NC(=O)Nc1ccc(CCO)cc1	-1.8	15.4	9.7	7.5	1.0	11.5
67	CCS(=O)(=O)N(CC(=O)O)Cc1ccccc1	-5.0	6.8	-13.4	0.7	0.9	7.3
68	O=C(/C(=C/c1ccccc1)c1ccc(Cl)cc1)c1ccccc1	12.6	5.9	13.7	-4.0	-15.1	13.9
69	NC(=O)c1ccccc1NC(=O)C(=O)C(c1cnc2ccc([N+](=O)[O-])cc2n1)[N+](=O)[O-] (centres undefined)	9.7	5.8	19.6	28.8	12.9	-1.1
70	Nc1ccc2c(c1)NCC2	-27.6	-14.9	-17.1	-16.6	12.1	-45.7
71	CC12CCC(c3sc(N)c(C#N)c31)C2(C)C (centres undefined)	39.0	31.7	34.5	43.8	13.8	60.2
72	COc1ccc(OC)c2c3c(ccc12)C(c1ccccc1)OC3=O (centres undefined)	-3.5	-6.2	2.6	-16.6	-4.1	-7.0

Molecules shown so far that have a nitro group on carbon, in the order listed:
entry	mol	yeast rad50	bub3	sgs1 mgt1	mlh1 rad18	yeast cln2 rad14	yeast mec2-1
26	O=C/C(=C/Nc1ccc(C(=O)O)cc1)[N+](=O)[O-]	-1.9	10.1	0.8	-19.4	-55.4	-14.9
28	Cc1c([N+](=O)[O-])ccc2c(NCCCN(C)C)ccnc12	-2.5	-14.3	-5.3	-36.4	-6.4	-5.7
39	Cc1ccc(-c2nc3ccc([N+](=O)[O-])cc3[nH]2)cc1	-27.9	-5.0	-51.1	39.3	16.3	-52.0
43	CN(C)C(C)(C)CCNc1c2ccccc2nc2cccc([N+](=O)[O-])c12	96.0*	97.2*	96.7*	98.0*	94.5*	94.6*
48	O=C(O)c1c[nH]c2c([N+](=O)[O-])cccc2c1=O	40.4	13.6	30.7	28.4	8.5	16.5
49	CC(C)NCCCNc1c2ccccc2nc2cccc([N+](=O)[O-])c12	83.3*	66.8	80.8*	77.0*	85.7*	86.5*
56	Nc1ccccc1[N+](=O)[O-]	-14.4	1.5	-14.7	-1.6	-15.7	-3.5
69	NC(=O)c1ccccc1NC(=O)C(=O)C(c1cnc2ccc([N+](=O)[O-])cc2n1)[N+](=O)[O-] (centres undefined)	9.7	5.8	19.6	28.8	12.9	-1.1

Structural class: the entries above containing a furan ring, fused or not.
entry	mol	yeast rad50	bub3	sgs1 mgt1	mlh1 rad18	yeast cln2 rad14	yeast mec2-1
45	Cc1ccc(S(=O)(=O)N/N=C(\c2nc3ccc(Cl)cc3[nH]c2=O)C(O)c2ccco2)cc1 (centres undefined)	18.6	28.3	18.4	41.1	20.9	5.8
53	N=C(N)c1ccc(-c2ccc(-c3ccc(C(=N)N)cc3)o2)cc1	94.8*	92.8*	90.3*	92.2*	75.5*	89.0*
